hgDAF12 agonist: agonists of H. glycines DAF-12 nuclear receptor. HEK293 GAL4-hgDAF12 UAS-luciferase reporter, agonist luminescence; normalized to butyrate control. activation, % at 6.8 µM. hit rate 1.8% among 370,000;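 active means activation above a cutoff set at the mean of all screened compounds plus 3 SD, cut at about 10% in these data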;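 further: 0% = DMSO wells and 100% = sodium butyrate wells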
NPR1 activator: GC-A (human) enzyme activation | P16066 | HEK293 GC-A cells, cGMP TR-FRET, EC30 ANP; 0% at EC30 ANP, 100% saturating ANP | activation, % at 10 µM | hit rate 0.14% among 370,000; in the data active means activation above about 40%
ADAM10 inh: inhibits human ADAM10. O14672. recombinant ADAM10, EDANS/DABCYL FRET peptide cleavage, 3 h. inhibition, % at 7 µM. hit rate 0.62% among 370,000. AID 720582;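 active means inhibition above a per-campaign cutoff equal to the mean of compounds falling between control-based bounds plus 3 SD, cut at about 20% in these data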;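 further: 0% = DMSO wells while the 100% control is not disclosed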
ssDAF12 agonist: activates DAF-12 receptor from parasite S. stercoralis. HEK293 ssDAF-12/GRIP1 lit1-tk-luc reporter, luminescence; % of 3 µM dafachronic acid response. hit rate 1% among 370,000. activation, % at 6.8 µM;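 active means activation above the mean over all tested compounds plus 3 SD, cut at about 0.9% in these data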;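 further: 0% = DMSO-only wells and 100% = 3 µM delta7-dafachronic acid wells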
ADAM17 inh: inhibits human ADAM17 | P78536 | recombinant ADAM17, EDANS/DABCYL FRET peptide cleavage | inhibition, % at 6.95 µM | hit rate 0.83% among 370,000;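 active means inhibition above the mean of compounds lying between control limits plus 3 SD, set per campaign, cut at about 8.5% in these data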;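 further: 0% = DMSO-only wells as the low control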
Target sequence (P78536 215-824 limits assumed): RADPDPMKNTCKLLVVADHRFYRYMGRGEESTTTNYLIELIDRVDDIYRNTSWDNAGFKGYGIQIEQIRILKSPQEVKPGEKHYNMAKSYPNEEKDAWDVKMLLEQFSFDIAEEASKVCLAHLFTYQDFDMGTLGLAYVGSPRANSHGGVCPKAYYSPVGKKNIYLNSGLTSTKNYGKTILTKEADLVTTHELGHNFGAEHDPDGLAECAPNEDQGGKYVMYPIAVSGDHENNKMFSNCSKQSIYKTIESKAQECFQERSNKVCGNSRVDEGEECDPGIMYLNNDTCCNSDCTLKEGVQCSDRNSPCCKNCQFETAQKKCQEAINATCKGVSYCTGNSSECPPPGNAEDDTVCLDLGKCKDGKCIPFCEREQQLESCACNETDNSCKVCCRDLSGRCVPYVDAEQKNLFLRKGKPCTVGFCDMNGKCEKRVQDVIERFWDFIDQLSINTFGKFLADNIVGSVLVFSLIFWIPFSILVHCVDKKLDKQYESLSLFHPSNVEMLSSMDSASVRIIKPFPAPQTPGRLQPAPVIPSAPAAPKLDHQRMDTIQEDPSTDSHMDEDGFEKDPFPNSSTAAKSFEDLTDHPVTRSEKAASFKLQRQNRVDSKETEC
GAA850 FXN act: frataxin GAA850 promoter activation. HEK293 lucGAA850 FXN promoter luciferase reporter, 24 h; percent of 10 µM SAHA response. hit rate 0.56% among 360,000. AID 540364. activation, % at 6 µM;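 active means activation above the average of all compounds screened plus 3 SD, cutoff fixed separately per campaign, cut at about 7.5% in these data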;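 further: 0% = DMSO wells and 100% = 10 µM SAHA wells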
SMARCA2 act: activators of SMARCA2 function; MG213 cells, MMTV-luciferase reporter, dexamethasone, overnight; activation, % at 9.1 µM; hit rate 1% among 370,000; AID 652017; in the data active means activation above about 7.8%;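 further: 0% = vehicle wells and 100% = reference activator wells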
DAX1 inh-1: NR0B1 (DAX1) inhibition; P51843; HEK293 Gal4-DAX1 luciferase reporter, luminescence; AID 504766; inhibition, % at 6.75 µM; hit rate 0.99% among 340,000;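 active means inhibition above the mean over all tested compounds plus 3 SD, cut at about 4.2% in these data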;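 further: 0% = DAX1-transfected cells with DMSO and 100% = empty-vector control cells with DMSO; inhibition shows as a rise in luminescence from relieved DAX1 repression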
Target sequence (P51843 207-470 limits assumed): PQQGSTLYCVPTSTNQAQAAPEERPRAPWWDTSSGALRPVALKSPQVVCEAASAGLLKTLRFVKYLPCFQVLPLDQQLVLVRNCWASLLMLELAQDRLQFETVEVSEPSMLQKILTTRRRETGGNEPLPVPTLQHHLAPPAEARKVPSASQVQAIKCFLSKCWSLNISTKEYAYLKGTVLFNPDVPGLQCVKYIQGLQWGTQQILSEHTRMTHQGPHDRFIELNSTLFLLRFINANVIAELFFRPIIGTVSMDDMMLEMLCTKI
DAX1 inh-2: DAX1 (NR0B1) inhibition, primary screen. AID 652010. inhibition, % at 6.8 µM. hit rate 1.1% among 370,000. HEK293T StAR-luciferase reporter, SF-1/DAX-1 repression relief;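 active means inhibition above the mean over all tested compounds plus 3 SD, cut at about 3.6% in these data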;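 further: 0% = DAX-1 cells with DMSO and 100% = cells lacking DAX-1 with DMSO; higher inhibition means more luminescence from relief of DAX-1 repression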
hcDAF12 agonist: H. contortus DAF-12 activation, primary screen | HEK293 hcDAF-12 lit1-tk-luc reporter, luminescence; 0% DMSO, 100% Δ7-dafachronic acid | activation, % at 6.8 µM | hit rate 1.4% among 370,000 | AID 652067;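 active means activation above the mean of all tested compounds plus 3 SD, cut at about 5.5% in these data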;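 further: 100% = response to 3 µM Δ7-dafachronic acid high control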
PG9 binder: binds the HIV-1 gp120 antibody PG9; TR-FRET gp120-PG9 antibody binding; hit rate 0.43% among 360,000; inhibition, % at 6.7 µM; in the data active means inhibition above about 8.5%
* = called active by the depositor; i = inactive; / = no result given.

SMILES	hgDAF12 agonist	NPR1 activator	ADAM10 inh	ssDAF12 agonist	ADAM17 inh	GAA850 FXN act	SMARCA2 act	DAX1 inh-1	DAX1 inh-2	hcDAF12 agonist	PG9 binder
C=CCNC(=O)C1CC2Cn3c(nc4cc(Cl)c(Cl)cc43)C2N1C (stereo not given)	1.2	-3	-3	-1.2	-3	1.9	1	0.9	2.5	-0.5	1.4
COCc1cc(C)nc(N2CCOCC2)c1C#N	-2.4	2	-389	-1.7	-116	1.2	-2	-0.4	0.3	-2.5	0.4
CCCC(C)NC(=O)c1cccc(Oc2ccccc2)c1 (stereo not given)	7.2	2	0	-1.5	1	6.0	2	1.8	0.8	0.4	-1.2
CCN(CC)S(=O)(=O)c1cccc(C(=O)OCC(=O)NCc2ccccc2OC)c1	0.3	0	-9	-1.0	2	0.6	-2	1.1	0.1	1.6	-0.6
COc1ccc(CN2CCNC(=O)C2CC(=O)NCCc2nc(C)c(C)s2)c(OC)c1 (stereo not given)	2.4	3	1	-1.1	-4	0.0	2	-0.6	-0.1	-0.6	1.2
COc1ccc(CCNC(=O)C2CCN(C(=O)c3ccc(Cl)cc3)CC2)cc1	-0.5	0	12	-1.3	1	-0.8	1	2.4	-0.3	3.4	-4.3
COc1ccccc1-c1nnc(SCC(=O)NCc2cccs2)n1N	-0.6	3	0	-1.6	-1	0.9	2	1.1	0.4	-1.1	-2.1
O=C1CN=CN=CN1c1ccc(Cl)cc1Cl	-0.5	2	2	-1.6	-1	-1.3	0	1.3	0.0	-1.8	-1.6
Cc1ccnc(SCCn2c(N3CC(C)OC(C)C3)nc3c2c(=O)n(C)c(=O)n3C)n1 (stereo not given)	-0.3	-7	0	-1.8	3	1.6	-2	-0.2	0.1	0.3	0.8
O=C(c1ccc(S(=O)(=O)NCC2CCCO2)cc1)N1CCc2ccccc21 (stereo not given)	-3.5	4	-2	-1.4	-6	0.1	-3	-2.5	-1.6	-2.1	1.1
CCOC(=O)C1=NNC2(CC(=O)N(c3cccc(C)c3)C2=O)C1 (stereo not given)	-1.9	0	2	-1.4	1	-0.2	-2	0.0	0.1	-0.9	1.4
COc1cccc(/C=N/n2c(C3CCCCC3)n[nH]c2=S)c1	-0.8	8	1	-1.4	-5	1.7	0	-1.8	-0.3	-3.4	1.1
Cc1ccc(NC(=O)COC(=O)[C@@H]2CCCN2C(=O)c2cccs2)cc1S(=O)(=O)N(C)C	-1.4	-3	1	-1.7	0	-1.6	-4	-1.2	0.2	-1.3	0.4
CCCc1nnc(SCCSc2nnc(CCC)n2N)n1N	0.9	3	0	-0.9	1	1.8	0	-2.0	0.4	-0.3	-1.6
CCn1cc(CN2CCC(C(=O)Nc3cccc(-c4cccc(Cl)c4)c3)CC2)c(C)n1	-1.1	-4	2	-0.7	1	2.8	-2	-0.2	1.3	0.6	0.6
COC(=O)c1cn(-c2ccc3c(c2)[C@]2(CC(=O)N(C)C2c2ccccc2)C(=O)N3CC(C)C)nn1 (stereo not given in full)	3.8	-2	-6	-1.4	-3	/	-3	/	0.3	1.4	/
CCOC(=O)C1CCN(C(=O)c2cccnc2Oc2ccc(Cl)cc2)CC1	0.5	6	15	-1.8	-3	1.3	-1	0.8	0.3	0.5	-3.0
CCOc1ccc(S(=O)(=O)NCc2csc(C)n2)cc1	1.7	1	10	-1.4	-6	-0.5	-2	-0.8	-1.0	-0.8	-1.8
Cc1cc(C)cc(Oc2ccccc2/C=C\C(=O)O)c1	0.2	-1	1	-0.7	1	1.6	1	0.5	-1.2	-1.5	-1.5
CCCc1cc(=O)[nH]c(SCC(=O)N2CCN(S(=O)(=O)c3ccc4ccccc4c3)CC2)n1	2.6	-3	-1	-0.5	-3	1.1	-4	2.9	0.5	-1.4	0.3
Cc1ccc(C)c(N2CCN(S(=O)(=O)c3cn(C)cn3)CC2)c1	1.7	5	1	-1.0	-4	2.0	0	1.3	0.0	0.2	0.6
CCNc1nc(C)c(CN(C(C)=O)c2ccccc2)nc1C#N	-2.4	-3	i	-0.9	i	2.5	-3	-0.6	-0.5	2.0	1.6
O=C(OCc1ccccc1)c1cn(-c2ccccc2)nc1-c1ccncc1	-1.6	2	4	-0.5	-1	6.6	-2	2.0	-0.7	-0.7	-1.2
COc1ccc(CCN(C)CC(O)COc2ccc(C(C)=O)cc2OC)cc1OC (stereo not given)	0.0	5	2	-0.5	-1	0.8	-3	-0.5	0.1	1.7	0.5
CCCn1c(N)c(N(CCOC)C(=O)c2cc(C)cc(C)c2)c(=O)[nH]c1=O	0.7	-2	3	-0.4	-1	0.2	4	-0.4	0.3	-1.1	-2.1

Given as comma-separated lines: part of the list above
SMILES,hgDAF12 agonist,NPR1 activator,ADAM10 inh,ssDAF12 agonist,ADAM17 inh,GAA850 FXN act,SMARCA2 act,DAX1 inh-1,DAX1 inh-2,hcDAF12 agonist,PG9 binder
CCOc1ccc(S(=O)(=O)NCc2csc(C)n2)cc1,1.7,1,10,-1.4,-6,-0.5,-2,-0.8,-1.0,-0.8,-1.8
Cc1cc(C)cc(Oc2ccccc2/C=C\C(=O)O)c1,0.2,-1,1,-0.7,1,1.6,1,0.5,-1.2,-1.5,-1.5
CCCc1cc(=O)[nH]c(SCC(=O)N2CCN(S(=O)(=O)c3ccc4ccccc4c3)CC2)n1,2.6,-3,-1,-0.5,-3,1.1,-4,2.9,0.5,-1.4,0.3
Cc1ccc(C)c(N2CCN(S(=O)(=O)c3cn(C)cn3)CC2)c1,1.7,5,1,-1.0,-4,2.0,0,1.3,0.0,0.2,0.6
CCNc1nc(C)c(CN(C(C)=O)c2ccccc2)nc1C#N,-2.4,-3,i,-0.9,i,2.5,-3,-0.6,-0.5,2.0,1.6
O=C(OCc1ccccc1)c1cn(-c2ccccc2)nc1-c1ccncc1,-1.6,2,4,-0.5,-1,6.6,-2,2.0,-0.7,-0.7,-1.2

Other results follow.
SMILES	hgDAF12 agonist	NPR1 activator	ADAM10 inh	ssDAF12 agonist	ADAM17 inh	GAA850 FXN act	SMARCA2 act	DAX1 inh-1	DAX1 inh-2	hcDAF12 agonist	PG9 binder
CC(Oc1ccc2cc(-c3ccccc3)c(=O)oc2c1)C(=O)NCC1CCC(C(=O)O)CC1 (stereo not given)	-3.6	0	i	-1.1	i	0.8	1	1.9	0.1	-1.1	2.3
Clc1ccc(N2N=C(c3cccs3)CC2c2ccco2)cc1 (stereo not given)	1.3	7	-316	-0.9	-108	1.9	5	0.7	-0.2	-0.3	3.0
Cc1ccc(S(=O)(=O)N2CCC(C(=O)NCCCN3CCOCC3)CC2)cc1	-0.4	1	-10	-0.6	-5	0.3	1	0.3	-0.8	-1.1	-0.2
Fc1ccccc1NC(=S)NCc1ccc2c(c1)OCO2	-0.3	0	2	-1.2	-3	-0.1	-3	0.8	0.2	-0.9	-1.2
CCc1cc2c(N3CCN(c4ccccc4)CC3)ncnc2s1	-4.7	3	9	-2.3	1	-1.5	-2	-2.2	-1.8	-4.5	-0.4
CN(C)S(=O)(=O)N1CCCN(S(=O)(=O)N(C)C)CC1	0.2	-2	-2	-1.1	-2	2.1	0	1.4	-0.3	0.1	-0.5
COc1ccc(CCN2C(=O)N[C@@H](C(C)C)C2=O)cc1	-0.6	7	10	-0.8	-2	1.3	0	-0.3	0.0	-1.1	-0.7
CCC(C)Sc1ccc([C@H]2N[C@@](C)(C(=O)OC)[C@H]3C(=O)N(CC)C(=O)[C@@H]23)cc1 (stereo not given in full)	0.9	1	-5	-1.6	-4	0.3	-1	0.4	-0.1	-2.2	-0.2
CCOC(=O)c1c(CN2CCN(Cc3ccccc3)CC2)n(C)c2cc(Br)c(OC)cc12	1.7	-3	-9	-0.4	-6	0.8	-6	0.2	-0.6	-0.3	1.4
Cc1nn(C)c(=S)n1-c1ccc(Cl)cc1	-0.3	2	-6	-1.7	1	0.1	1	4.0	0.4	-1.0	1.1
CC(=O)C1=C(O)C(=O)N(c2ccc(C)cc2)C1c1ccccn1 (stereo not given)	-0.7	0	-18	-0.9	1	-0.9	-2	0.8	-0.1	-1.0	0.7
Cc1ccc(NC(=O)C2CCCN(S(=O)(=O)c3cccs3)C2)cc1 (stereo not given)	0.9	-5	8	-1.1	0	-2.0	3	-0.2	-0.3	-0.4	0.6
COc1ccc(-n2nnc3c(=O)n(CC(=O)Nc4ccc5c(c4)OCCO5)cnc32)cc1OC	-3.1	-1	-13	-1.3	-4	-1.9	0	-0.2	-1.3	3.3	0.8
CCN(CC)C(=O)Oc1cc(COC)nc(-c2ccccc2)n1	-0.3	-2	-6	-1.1	0	0.5	-3	/	0.1	-1.2	0.3
COc1ccccc1CCNC(=O)C1CCC(=O)N(C2CC2)C1 (stereo not given)	-3.8	8	-7	-1.2	-4	-0.1	0	0.0	0.4	0.0	-0.6
CC(=O)c1cccc(N(C(=O)c2ccccn2)C(C(=O)NC2CCCCC2)c2ccccc2)c1 (stereo not given)	-1.6	-4	-1	-1.8	1	-1.8	-2	0.8	-0.3	2.9	0.9
Cc1nnc2n(C3CCCCC3)c(=O)c3c4c(sc3n12)COC(C)(C)C4	-2.5	-3	-6	-1.1	-4	0.8	0	-1.8	-0.8	-1.3	2.1
O=C(COc1ccc(Cl)cc1Cl)Nc1cccnc1	15*	9	3	-0.1	0	0.7	2	2.4	2.6	2.9	-2.6
O=C(Nc1ccc2c(c1)OCO2)OC1CCC12CCC(c1ccccc1)CC2 (stereo not given)	6.4	-3	4	-1.1	2	/	-2	/	0.5	3.0	/
O=C(NC(=S)NNC(=O)c1cccs1)c1ccco1	0.7	-2	7	-0.7	1	-0.5	-5	-1.0	0.4	1.9	2.1
O=C(Cn1cnc2ccccc2c1=O)NCc1ccc2c(c1)OCO2	-0.4	6	-12	-0.9	-1	-1.4	1	1.1	0.7	-2.3	-1.2
Cc1cc2c(OCC(O)CNC3CCCCC3)cccc2[nH]1 (stereo not given)	2.2	-9	8	-1.7	-1	2.0	-2	0.0	0.4	-0.3	-2.3
Cc1cccc(Oc2ncnc(N)c2[N+](=O)[O-])c1	2.5	0	4	-1.6	4	2.2	-3	-1.0	-0.3	2.8	0.4
O=C(CSc1nnc(COc2ccccc2)n1-c1ccc(Cl)cc1)Nc1ccccc1-c1ccccc1	-0.4	-13	28*	-1.2	13*	/	-7	/	-1.4	-2.2	/
CCc1c(C(C)S(=O)(=O)c2ccc(C)cc2)[nH]c(=O)n1-c1ccc(C)cc1 (stereo not given)	0.1	3	-9	-1.0	-3	-0.4	-2	-1.4	-0.4	-1.9	0.2
COc1ccc(-c2nsc3c(N4CCCC4)ncnc23)cc1	4.1	7	-11	-0.8	-3	-0.4	1	1.5	1.8	3.6	0.5
N#CCCn1cc(C=C(C#N)C#N)c(-c2ccc(Cl)cc2)n1	-3.3	4	-12	-0.8	-3	2.9	-2	/	0.0	-1.6	0.5
O=C(Nc1ccccc1Cl)c1cc(C2CCCCN2C(=O)c2ccccc2)on1 (stereo not given)	-3.2	-2	-4	-1.7	3	-0.9	-2	/	-2.9	-2.9	1.6
Cc1cc(C)cc(N(CC(=O)N2CCCC2)S(C)(=O)=O)c1	-0.1	3	4	-0.1	1	1.1	-1	0.8	-0.2	-1.4	-1.1

Source: PubChem BioAssay (several laboratories)
